Screens as filed in PubChem.
Mtb BioA inh: M. tuberculosis BioA enzyme inhibitors, primary screen, biochemical, plate reader, single point, HTS. purified M. tuberculosis BioA enzyme. inhibition, % at 9.99 µM. 360,000 tested, 0.096% active. AID 602481, 2012; in the data active = inhibition above about 40%
TcdB GH inh: TcdB glycohydrolase inhibitors, primary screen, biochemical, single point, plate reader | TcdB glycohydrolase enzymatic assay | inhibition, % at 9.99 µM | 350,000 tested, 0.24% active | AID 652162, 2013; in the data active = inhibition above about 10%
Target sequence (P18177 whole entry, looked up): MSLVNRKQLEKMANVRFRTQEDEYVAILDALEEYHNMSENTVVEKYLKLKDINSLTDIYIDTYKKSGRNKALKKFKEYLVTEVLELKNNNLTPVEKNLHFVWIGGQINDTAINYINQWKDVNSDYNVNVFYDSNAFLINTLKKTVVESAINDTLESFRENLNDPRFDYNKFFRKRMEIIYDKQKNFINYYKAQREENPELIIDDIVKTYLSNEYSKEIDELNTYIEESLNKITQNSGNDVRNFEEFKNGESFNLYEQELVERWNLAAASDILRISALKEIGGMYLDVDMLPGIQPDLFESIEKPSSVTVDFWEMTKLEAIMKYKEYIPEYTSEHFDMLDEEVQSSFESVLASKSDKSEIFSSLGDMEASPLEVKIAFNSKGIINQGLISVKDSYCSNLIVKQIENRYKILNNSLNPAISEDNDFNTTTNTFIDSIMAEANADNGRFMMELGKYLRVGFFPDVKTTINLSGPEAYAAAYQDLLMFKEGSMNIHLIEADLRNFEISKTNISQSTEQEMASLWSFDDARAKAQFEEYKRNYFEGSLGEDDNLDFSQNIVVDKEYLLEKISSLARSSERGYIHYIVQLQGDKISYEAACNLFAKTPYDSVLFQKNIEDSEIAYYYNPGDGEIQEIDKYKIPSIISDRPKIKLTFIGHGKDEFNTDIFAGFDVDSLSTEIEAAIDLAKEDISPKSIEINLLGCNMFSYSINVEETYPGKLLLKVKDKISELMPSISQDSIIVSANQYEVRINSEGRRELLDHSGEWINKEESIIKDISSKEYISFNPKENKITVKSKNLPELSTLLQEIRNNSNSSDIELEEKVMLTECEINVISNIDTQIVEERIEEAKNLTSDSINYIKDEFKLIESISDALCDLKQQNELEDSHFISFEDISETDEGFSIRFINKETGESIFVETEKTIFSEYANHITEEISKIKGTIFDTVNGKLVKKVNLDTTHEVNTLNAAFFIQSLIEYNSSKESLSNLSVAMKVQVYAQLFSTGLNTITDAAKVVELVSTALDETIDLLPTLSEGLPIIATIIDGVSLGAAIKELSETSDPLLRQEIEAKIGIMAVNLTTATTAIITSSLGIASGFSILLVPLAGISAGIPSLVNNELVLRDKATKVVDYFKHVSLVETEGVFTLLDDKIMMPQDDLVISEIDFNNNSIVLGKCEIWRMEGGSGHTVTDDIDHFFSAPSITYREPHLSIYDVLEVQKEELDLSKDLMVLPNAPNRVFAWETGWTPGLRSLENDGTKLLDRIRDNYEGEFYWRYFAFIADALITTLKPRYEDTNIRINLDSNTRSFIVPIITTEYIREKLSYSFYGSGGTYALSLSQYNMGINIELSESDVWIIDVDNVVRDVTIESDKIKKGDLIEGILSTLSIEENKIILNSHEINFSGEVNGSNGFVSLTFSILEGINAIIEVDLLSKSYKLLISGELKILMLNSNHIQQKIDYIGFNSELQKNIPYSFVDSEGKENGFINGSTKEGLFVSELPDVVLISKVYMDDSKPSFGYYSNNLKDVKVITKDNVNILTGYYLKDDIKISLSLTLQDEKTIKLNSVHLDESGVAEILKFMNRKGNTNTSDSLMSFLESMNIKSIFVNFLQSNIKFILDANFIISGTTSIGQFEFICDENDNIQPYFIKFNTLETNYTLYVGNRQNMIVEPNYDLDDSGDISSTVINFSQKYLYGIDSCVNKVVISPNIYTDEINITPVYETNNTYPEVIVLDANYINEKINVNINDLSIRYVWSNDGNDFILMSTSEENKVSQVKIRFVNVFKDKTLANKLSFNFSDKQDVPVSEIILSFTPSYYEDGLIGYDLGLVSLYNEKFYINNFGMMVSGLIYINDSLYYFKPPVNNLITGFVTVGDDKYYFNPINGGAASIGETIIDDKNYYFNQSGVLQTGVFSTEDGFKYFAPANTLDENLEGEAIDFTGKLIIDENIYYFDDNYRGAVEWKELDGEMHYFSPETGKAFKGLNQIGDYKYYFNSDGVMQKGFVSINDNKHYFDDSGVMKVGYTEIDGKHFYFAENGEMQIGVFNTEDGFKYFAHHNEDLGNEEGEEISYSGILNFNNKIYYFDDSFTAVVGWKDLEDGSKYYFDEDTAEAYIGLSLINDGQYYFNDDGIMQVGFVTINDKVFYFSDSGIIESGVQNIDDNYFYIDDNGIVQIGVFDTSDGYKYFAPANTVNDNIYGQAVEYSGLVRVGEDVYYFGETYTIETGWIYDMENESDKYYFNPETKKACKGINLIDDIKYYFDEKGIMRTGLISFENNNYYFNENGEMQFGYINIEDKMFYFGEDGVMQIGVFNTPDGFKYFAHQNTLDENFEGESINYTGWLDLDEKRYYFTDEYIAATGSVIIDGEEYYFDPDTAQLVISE
* = called active by the depositor. An excerpt; the hit share may differ from the screen's.

SMILES	Mtb BioA inh	TcdB GH inh
O=C(NCC1CC1)[C@@H]1[C@@H](CO)[C@@H]2Cn3c(ccc(/C=C/c4ccccc4)c3=O)[C@H]1N2C(=O)C1CC1	0.7	-0.6
C[C@@H]1CN([C@@H](C)CO)C(=O)Cc2cc(NC(=O)Cc3ccccc3)ccc2O[C@@H]1CN(C)Cc1ccccc1	2.1	1.4
C[C@@H]1CCCCO[C@H](CN(C)C(=O)Nc2ccc3c(c2)OCO3)[C@@H](C)CN([C@@H](C)CO)C(=O)c2cc(NC(=O)CCC(F)(F)F)ccc2O1	-1.1	0.3
CCCNC(=O)N(C)C[C@H]1Oc2ncc(C#C[C@H](C)O)cc2C(=O)N([C@@H](C)CO)C[C@H]1C	1.4	1.3
CCCNC(=O)N(C)C[C@H]1Oc2ncc(C3=CCCC3)cc2C(=O)N([C@@H](C)CO)C[C@@H]1C	-1.1	0.7
CCCNC(=O)N[C@H]1C=C[C@H](CC(=O)NC2CCCCC2)O[C@H]1CO	-2.5	1.3
C[C@@H](NC(=O)C[C@H]1C[C@@H]2c3cc(NC(=O)NC4CCCC4)ccc3O[C@@H]2[C@H](CO)O1)c1ccccc1	-1.8	-2.6
COCC(=O)NC[C@H]1[C@@H](c2ccccc2)[C@H](CO)N1C(C)=O	2.8	-6.2
C[C@H](CO)N1C[C@H](C)[C@H](CN(C)C(=O)C2CCC2)Oc2ncc(-c3cccc(C#N)c3)cc2C1=O	-1.1	-0.8
COc1ccc(S(=O)(=O)Nc2ccc3c(c2)C(=O)N([C@H](C)CO)C[C@@H](C)[C@H](CN(C)C(=O)C2CCCCC2)OCCCC[C@H](C)O3)cc1	-0.3	0.5
C[C@@H]1CN([C@@H](C)CO)C(=O)c2cc(NC(=O)C3CCCCC3)ccc2O[C@@H](C)CCCCO[C@H]1CN(C)C(=O)Nc1ccc2c(c1)OCO2	-0.5	0.2
C[C@H](NC(=O)C[C@H]1C[C@@H]2c3cc(NC(=O)NC4CCCCC4)ccc3O[C@@H]2[C@@H](CO)O1)c1ccccc1	-1.3	0.9

Arranged by length of the SMILES (low to high): some entries from above
SMILES	Mtb BioA inh	TcdB GH inh
CCCNC(=O)N[C@H]1C=C[C@H](CC(=O)NC2CCCCC2)O[C@H]1CO	-2.5	1.3
CCCNC(=O)N(C)C[C@H]1Oc2ncc(C#C[C@H](C)O)cc2C(=O)N([C@@H](C)CO)C[C@H]1C	1.4	1.3
O=C(NCC1CC1)[C@@H]1[C@@H](CO)[C@@H]2Cn3c(ccc(/C=C/c4ccccc4)c3=O)[C@H]1N2C(=O)C1CC1	0.7	-0.6

Further structures
SMILES	Mtb BioA inh	TcdB GH inh
COCC(=O)N1CCCCN2[C@H](C1)[C@@H](c1ccc(-c3ccc(OC)cc3)cc1)[C@@H]2CO	-0.1	-0.1
CC=Cc1ccc2n(c1=O)C[C@H]1[C@H](CO)[C@@H](C(=O)NCC)[C@@H]2N1S(=O)(=O)c1cn(C)cn1 (mixture of isomers)	-2.1	1.1
C[C@@H]1CN([C@H](C)CO)C(=O)c2cccc(N(C)C)c2O[C@H]1CN(C)S(=O)(=O)c1cccs1	0.2	0.5
C[C@@H]1CN([C@H](C)CO)C(=O)c2cc(-c3cccnc3)cnc2O[C@H]1CN(C)S(C)(=O)=O	2.0	0.3
CCNC(=O)C[C@@H]1CC[C@H]2[C@@H](COC[C@@H](O)CN2C(=O)CC)O1	0.6	0.6
OC[C@H]1[C@@H](c2ccc(C#Cc3ccccc3)cc2)[C@@H]2CN(Cc3cncnc3)CCCCN12	-3.7	0.6
CCCNC(=O)N1[C@@H]2CN(C(=O)C3CC3)c3ccccc3[C@@H]2[C@@H]1CO	-2.7	0.0
O=C(Nc1ccc(Cl)cc1)N[C@@H]1CC[C@@H](CCNC(=O)c2ccccc2F)O[C@H]1CO	-1.0	0.4
O=C(C[C@@H]1C[C@@H]2c3cc(NC(=O)NC4CCCC4)ccc3O[C@@H]2[C@H](CO)O1)NCCc1ccccc1	-1.1	0.6
CCCNC(=O)[C@H]1[C@H](CO)[C@H]2Cn3c(ccc(C4=CCCC4)c3=O)[C@@H]1N2Cc1ccncc1	-2.0	-0.5
CCCN(C)C[C@@H]1Oc2cc(C#Cc3ccccc3)ccc2S(=O)(=O)N([C@@H](C)CO)C[C@@H]1C	-3.5	0.1
CC(C)CC#Cc1cnc2c(c1)C(=O)N([C@@H](C)CO)C[C@H](C)[C@@H](CN(C)S(=O)(=O)c1ccccc1)O2	-2.2	2.0

Shown comma-delimited: part of the list above.
compound,Mtb BioA inh,TcdB GH inh
CCCN(C)C[C@@H]1Oc2cc(C#Cc3ccccc3)ccc2S(=O)(=O)N([C@@H](C)CO)C[C@@H]1C,-3.5,0.1
C[C@@H]1CN([C@H](C)CO)C(=O)c2cccc(N(C)C)c2O[C@H]1CN(C)S(=O)(=O)c1cccs1,0.2,0.5
COCC(=O)N1CCCCN2[C@H](C1)[C@@H](c1ccc(-c3ccc(OC)cc3)cc1)[C@@H]2CO,-0.1,-0.1
CC=Cc1ccc2n(c1=O)C[C@H]1[C@H](CO)[C@@H](C(=O)NCC)[C@@H]2N1S(=O)(=O)c1cn(C)cn1 (mixture of isomers),-2.1,1.1
CCNC(=O)C[C@@H]1CC[C@H]2[C@@H](COC[C@@H](O)CN2C(=O)CC)O1,0.6,0.6

Going on with the list.
SMILES	Mtb BioA inh	TcdB GH inh
C[C@H]1CN([C@@H](C)CO)C(=O)Cc2cc(NC(=O)Cc3cn(C)c4ccccc34)ccc2O[C@@H]1CN(C)C(=O)Nc1ccc2c(c1)OCO2	-1.7	-1.0
CC(C)CC#Cc1ccc([C@@H]2[C@@H](CO)N3CCCCN(S(=O)(=O)c4ccc(F)cc4)C[C@H]23)cc1	1.4	-1.3
COc1cccc(S(=O)(=O)Nc2ccc3c(c2)[C@@H]2C[C@H](CC(=O)NCc4ccc(Cl)cc4)O[C@H](CO)[C@@H]2O3)c1	-0.3	-1.9
O=C(C[C@@H]1C[C@H]2c3cc(NC(=O)C4CCC4)ccc3O[C@H]2[C@@H](CO)O1)NCc1ccccn1	0.7	-0.7
C[C@@H]1CN([C@H](C)CO)C(=O)Cc2cc(NC(=O)Cc3ccccc3)ccc2O[C@@H]1CN(C)C(=O)Nc1ccc(C(F)(F)F)cc1	-2.5	-0.3
C[C@@H]1CN([C@H](C)CO)C(=O)Cc2cc(NC(=O)Nc3ccc(C(F)(F)F)cc3)ccc2O[C@H]1CN(C)Cc1ccc(C(=O)Nc2ccccc2N)cc1	-3.5	-0.7
O=C(N[C@H]1CC[C@@H](CCNS(=O)(=O)c2ccc(Cl)cc2)O[C@@H]1CO)c1cnccn1	-0.9	0.9
CC(=O)N(C)C[C@H]1Oc2ncc(-c3ccccc3F)cc2C(=O)N([C@@H](C)CO)C[C@@H]1C	-1.6	-1.7
CCC(=O)Nc1ccc2c(c1)OC[C@@H](C)N(Cc1cccnc1)C[C@@H](C)[C@@H](OC)CN(C)C2=O	0.6	-0.5
CC(C)NC(=O)Nc1ccc2c(c1)C(=O)N([C@H](C)CO)C[C@H](C)[C@@H](CN(C)Cc1ccc(Cl)c(Cl)c1)OCCCC[C@@H](C)O2	0.7	-0.9
CN(C)CCCNC(=O)C[C@H]1CC[C@@H]2[C@H](COC[C@H](O)CN2Cc2cccc(F)c2)O1	-1.5	0.2
C[C@H](NC(=O)[C@H]1[C@H](CO)[C@H]2Cn3c(cccc3=O)[C@@H]1N2C(=O)C1CCC1)c1ccccc1	-0.2	-1.0
C[C@@H]1CCCCO[C@@H](CN(C)S(=O)(=O)c2ccc(F)cc2)[C@@H](C)CN([C@@H](C)CO)C(=O)c2cc(NS(C)(=O)=O)ccc2O1	-0.6	-0.9
C[C@H](CO)N1C[C@H](C)[C@H](CN(C)S(=O)(=O)c2cn(C)cn2)Oc2c(NC(=O)Nc3cccc4ccccc34)cccc2C1=O	-1.6	1.1
COc1ccc(S(=O)(=O)N(C)C[C@@H]2Oc3ccc(NC(=O)c4ccncc4)cc3C(=O)N([C@@H](C)CO)C[C@@H]2C)cc1	-1.1	0.6
C[C@H](CO)N1C[C@H](C)[C@@H](CN(C)Cc2ccccc2)Oc2ccc(NC(=O)Cn3cnnn3)cc2CC1=O	9.0	0.4
C[C@H]1CN([C@@H](C)CO)C(=O)c2cc(C#CC(C)(C)O)cnc2O[C@H]1CN(C)Cc1cncnc1	-3.2	-2.0
Cc1ccccc1S(=O)(=O)N1C[C@H](O)COC[C@@H]2O[C@@H](CC(=O)N3CCC(Cc4ccccc4)CC3)CC[C@H]21	1.1	0.3
O=C(C[C@@H]1CC[C@H](NC(=O)Nc2ccccc2)[C@H](CO)O1)NCc1ccccn1	-3.2	-0.5
CC(C)NC(=O)N(C)C[C@H]1Oc2cc(-c3cccnc3)ccc2S(=O)(=O)N([C@H](C)CO)C[C@H]1C	-2.6	-0.8
CCCC#Cc1cnc2c(c1)C(=O)N([C@H](C)CO)C[C@@H](C)[C@H](CN(C)Cc1ccccc1)O2	5.4	0.0
C[C@@H]1CN([C@H](C)CO)C(=O)Cc2cc(NC(=O)C3CCCCC3)ccc2O[C@H]1CN(C)S(=O)(=O)c1cn(C)cn1	-1.7	0.3
C[C@@H]1CCCCO[C@H](CN(C)C(=O)c2ccccc2)[C@H](C)CN([C@H](C)CO)C(=O)c2cc(NS(=O)(=O)c3ccc(Cl)cc3)ccc2O1	-0.6	0.8
CC(C)NC(=O)N(C)C[C@H]1OCCCC[C@@H](C)Oc2ccc(NS(=O)(=O)c3ccccc3)cc2C(=O)N([C@H](C)CO)C[C@H]1C	-0.9	1.1
CO[C@@H]1CC[C@H]2CCOc3c(C#N)cccc3C(=O)N(C)C[C@@H](c3ccccc3)CC(=O)N(C)C[C@@H]1O2	5.8	0.9
CC(=O)N(C)C[C@H]1Oc2cc(/C=C/c3ccccc3)ccc2S(=O)(=O)N([C@H](C)CO)C[C@@H]1C	2.6	6.6
C[C@H](O)C#Cc1ccc([C@@H]2[C@@H](CO)N3CCCCN(S(=O)(=O)c4ccccc4)C[C@@H]23)cc1	-1.1	-0.2
O=C(C[C@@H]1CC[C@@H](NC(=O)Nc2cc(F)ccc2F)[C@H](CO)O1)NCCCN1CCOCC1	-1.2	0.6
O=C(C1=C[C@@H](c2ccccc2)C[C@@H](OCCCCO)O1)N1CCN(Cc2ccccc2)CC1	5.4	0.4
COCC#Cc1ccc2c(c1)O[C@H](CN(C)S(=O)(=O)c1ccc(F)cc1)[C@@H](C)CN([C@@H](C)CO)S2(=O)=O	-1.0	-0.3
C[C@H](CO)N1C[C@H](C)[C@@H](CN(C)CC2CCCCC2)Oc2ccc(NS(=O)(=O)c3cccs3)cc2C1=O	-2.8	-0.6
CN(C)Cc1cn(CC[C@@H]2CC[C@H](NC(=O)Nc3ccccc3F)[C@@H](CO)O2)nn1	-2.4	0.8
O=C(C[C@@H]1CC[C@@H]2[C@H](COC[C@H](O)CN2S(=O)(=O)c2ccccc2Cl)O1)NCc1ccccc1Cl	0.1	-0.3
COc1ccc(C#Cc2cnc3c(c2)C(=O)N([C@H](C)CO)C[C@H](C)[C@@H](CN(C)C(C)=O)O3)cc1	0.2	-5.4
CC=Cc1ccc2n(c1=O)C[C@@H]1[C@@H](CO)[C@H](C(=O)N3CCCCC3)[C@H]2N1C(=O)C1CC1 (mixture of isomers)	-0.4	-0.5
COc1ccc(CN(C)C[C@@H]2OCCCC[C@H](C)Oc3ccc(NS(=O)(=O)c4ccc(C)cc4)cc3C(=O)N([C@@H](C)CO)C[C@@H]2C)cc1	3.6	0.3

Reprinted from the part before: two entries; new compounds follow.
SMILES	Mtb BioA inh	TcdB GH inh
CC=Cc1ccc2n(c1=O)C[C@@H]1[C@@H](CO)[C@H](C(=O)N3CCCCC3)[C@H]2N1C(=O)C1CC1 (mixture of isomers)	-0.4	-0.5
COc1ccc(CN(C)C[C@@H]2OCCCC[C@H](C)Oc3ccc(NS(=O)(=O)c4ccc(C)cc4)cc3C(=O)N([C@@H](C)CO)C[C@@H]2C)cc1	3.6	0.3
COCC#Cc1ccc2c(c1)O[C@H](CN(C)C(=O)C1CC1)[C@H](C)CN([C@@H](C)CO)S2(=O)=O	-0.7	-0.1
C[C@@H]1CN([C@H](C)CO)C(=O)Cc2cc(NC(=O)Nc3ccc4c(c3)OCO4)ccc2O[C@H]1CN(C)Cc1ccc(Cl)c(Cl)c1	1.0	-1.2
C[C@@H]1CN([C@@H](C)CO)C(=O)c2cc(NS(=O)(=O)c3ccc(Cl)cc3)ccc2O[C@@H]1CN(C)Cc1ccc(Cl)c(Cl)c1	0.1	-1.6
C[C@H]1CN([C@@H](C)CO)C(=O)c2cccc(NC(=O)C3CCOCC3)c2O[C@H]1CN(C)C(=O)Nc1ccc2c(c1)OCO2	-2.9	-6.9
Cc1ccc(S(=O)(=O)NCC[C@H]2CC[C@@H](NC(=O)CCN3CCCCC3)[C@@H](CO)O2)cc1	11.5	-0.9
COC(=O)C[C@@H]1CC[C@H]2[C@H](COc3ccc(NC(=O)Nc4cccc(C)c4)cc3C(=O)N2C)O1	-1.4	0.5
C[C@@H]1CN([C@H](C)CO)S(=O)(=O)c2ccc(-c3cncnc3)cc2O[C@H]1CN(C)CC1CC1	-2.4	0.7
COCC(=O)N(C)C[C@H]1Oc2cc(C3=CCCCC3)ccc2S(=O)(=O)N([C@@H](C)CO)C[C@@H]1C	-2.3	-0.4
COc1ccc(NC(=O)N(C)C[C@@H]2OCCCC[C@H](C)Oc3ccc(NC(=O)c4ccccc4)cc3C(=O)N([C@H](C)CO)C[C@H]2C)cc1	1.2	-1.3
Cc1ccccc1S(=O)(=O)N[C@@H]1CC[C@H](CCNS(=O)(=O)c2cccc(F)c2)O[C@@H]1CO	3.4	0.0
COc1ccc(S(=O)(=O)N(C)C[C@@H]2Oc3ccc(NC(=O)CCC(F)(F)F)cc3CC(=O)N([C@H](C)CO)C[C@@H]2C)cc1	2.0	0.7
CCNC(=O)C[C@H]1CC[C@H]2[C@@H](COc3ccc(NC(C)=O)cc3C(=O)N2C)O1	-0.2	7.6
COc1ccccc1C#Cc1ccc2c(c1)O[C@H](CN(C)Cc1ccncc1)[C@H](C)CN([C@H](C)CO)S2(=O)=O	-2.7	-0.8
C[C@H]1CN([C@@H](C)CO)C(=O)c2cc(NC(=O)Nc3ccc4c(c3)OCO4)ccc2O[C@H]1CN(C)Cc1ccc(C(=O)Nc2ccccc2N)cc1	0.2	0.0
